# Screening data from PubChem BioAssay.
# GPR151 activ = activators of human GPR151. PathHunter beta-arrestin GPR151 cells, luminescence. 650,000 compounds, 1% hits. activation, % at 11.2 µM; in the data active = activation above about 4.9%;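 also: 0% = median of compound wells and 100% = cells with positive control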
# TEAD-YAP inh = TEAD-YAP interaction inhibition | HEK-TIYL cells, TEAD-Gal4/YAP UAS-luciferase luminescence | inhibition, % at 9.12 µM | 640,000 compounds, 1.4% hits | AID 1259422; in the data active = inhibition above about 32%;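 also: 0% = median of test compound wells and 100% = reference inhibitor wells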
# MITF inh = blocks human microphthalmia-associated transcription factor; AlphaScreen MITF homodimerization, bead proximity signal; O75030; inhibition, % at 2.6 µM; 650,000 compounds, 0.91% hits; in the data active = inhibition above about 50%;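 also: 0% = vehicle wells with protein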
# FBW7 act = activators of human E3 ligase FBW7. normalized activity (activation), % at 26.1 µM. 650,000 compounds, 0.13% hits. AlphaScreen FBW7–phospho-cyclin E peptide binding, activator screen; in the data active = normalized activity above about 1.9%;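 also: purified mutant Fbw7 with reduced substrate affinity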
# Target sequence (Q969H0 whole entry, looked up): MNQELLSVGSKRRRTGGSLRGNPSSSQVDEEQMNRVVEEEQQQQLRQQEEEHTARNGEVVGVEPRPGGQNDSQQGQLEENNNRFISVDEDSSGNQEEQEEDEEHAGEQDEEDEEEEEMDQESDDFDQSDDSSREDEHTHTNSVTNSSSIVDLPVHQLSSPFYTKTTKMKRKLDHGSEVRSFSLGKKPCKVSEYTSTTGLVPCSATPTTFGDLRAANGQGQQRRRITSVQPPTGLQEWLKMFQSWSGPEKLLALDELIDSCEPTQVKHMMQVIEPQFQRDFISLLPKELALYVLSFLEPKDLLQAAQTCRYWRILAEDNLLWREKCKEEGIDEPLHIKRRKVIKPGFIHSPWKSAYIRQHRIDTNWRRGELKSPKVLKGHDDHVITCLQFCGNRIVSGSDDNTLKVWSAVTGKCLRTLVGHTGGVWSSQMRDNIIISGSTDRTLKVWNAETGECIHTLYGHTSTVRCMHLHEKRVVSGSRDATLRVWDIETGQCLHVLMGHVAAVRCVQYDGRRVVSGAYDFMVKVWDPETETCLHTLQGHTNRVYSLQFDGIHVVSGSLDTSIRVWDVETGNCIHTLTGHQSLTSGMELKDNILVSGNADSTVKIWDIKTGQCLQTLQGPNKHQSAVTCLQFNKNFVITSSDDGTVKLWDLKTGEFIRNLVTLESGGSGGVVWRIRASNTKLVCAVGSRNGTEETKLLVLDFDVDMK
# Numbers without * were called inactive; / = not tested or not shown.
SMILES,GPR151 activ,TEAD-YAP inh,MITF inh,FBW7 act
COC(=O)c1c(NC(=O)c2cccc(C)c2)sc(Cc2ccccc2)c1C,-0.1,-7.2,-9.6,0.0
CN1CCN(C(=O)c2cc3c(s2)-c2ccccc2S(=O)(=O)C3)CC1,0.5,-1.0,2.5,0.2
O=C(N/C(=C\c1cccc(C(F)(F)F)c1)C(=O)N1CC2CC(C1)c1cccc(=O)n1C2)c1ccccc1Br (centres undefined),-0.5,-4.3,-5.4,0.0
O=C(CN1N=C(c2ccccc2)CCC1=O)NC1CCCCCC1,0.5,4.3,8.7,0.1
CCCn1c(C(O)c2cc(C(C)(C)C)c(O)c(C(C)(C)C)c2)nc2ccccc21 (centres undefined),1.9,1.2,-13.3,-0.1
CCNC(=O)C(Cc1ccccc1)NS(=O)(=O)c1ccccc1F (centres undefined),1.8,2.5,3.5,-0.2
COc1ccccc1CNC(=O)CN(C)S(=O)(=O)c1ccc2[nH]c3c(c2c1)CCCC3,-3.1,-1.9,-4.5,0.1
CCOc1ccc(NC(=O)CSc2nc3nc(C)c(Cc4ccc(Cl)cc4)c(C)n3n2)cc1,-0.3,11.4,6.4,-0.1
CC1(C)C2([N+](=O)[O-])CN3CC1([N+](=O)[O-])CN(C2)C3c1ccc(Cl)cc1Cl (centres undefined),-0.3,7.2,5.3,0.4
CCOc1ccc(-n2cc(-c3ccccc3)c3c(N4CCCC4)ncnc32)cc1,-1.2,0.2,1.1,-0.1
O=C(CCn1c(=S)[nH]c2cc3c(cc2c1=O)OCO3)NCCc1c[nH]c2ccccc12,-0.8,0.0,-1.1,-0.1
COc1ccccc1CNC(=O)c1nnn(Cc2ccc(Br)cc2)c1N,-0.4,9.8,13.7,0.0
Cc1cc(SCC(=O)Nc2ccccc2)nc(=O)[nH]1,-0.5,-8.0,12.0,0.0
CCc1ccc(NC(=S)N(Cc2ccc(Br)cc2)Cc2ccc(C(=O)O)cc2)cc1,0.2,-5.7,4.9,0.0
CCSCCOC(=O)C1=C(C)NC2=C(C(=O)CC(c3ccccc3)C2)C1c1cccc2ccccc12 (centres undefined),-0.1,2.6,-3.4,0.0
COc1ccccc1C1C(C(=O)Nc2ccc(Br)cn2)=C(C)NC2=C1C(=O)CC(C)(C)C2 (centres undefined),-0.6,-7.8,0.5,-0.1
CCCC(=O)C1=C(c2ccc(OC)c(OC)c2)N(C(=O)CCC)n2c(CC)nnc2S1,1.2,1.1,9.5,0.1
CC(C)C(=O)N1C2CCC1CC(O)(c1ccccc1F)C2 (centres undefined),1.5,12.6,28.4,0.4
CCCCN(CC)C(=O)c1cnn2c(C)c(Cc3c(C)cc(C)cc3C)c(C)nc12,1.1,1.2,-1.9,-0.2
CCC1=NN2C(=N)/C(=C/c3ccc(OCCOc4cccc(C)c4)cc3)C(=O)N=C2S1,1.9,-15.7,-1.6,0.0
CCN(C(=O)c1ccc(N2CC3CC(C2)c2cccc(=O)n2C3)c(NC(=O)c2ccc(OC)cc2)c1)c1cccc(C)c1 (centres undefined),1.3,-0.2,12.1,0.1
CCC(=O)N1c2ccccc2NC2=C(C(=O)CCC2)C1c1cccs1 (centres undefined),-0.3,-1.0,-6.7,0.1
CCc1ccc2oc(-c3ccc(NC(=O)c4ccccc4Br)cc3)nc2c1,-0.2,-16.1,-5.5,0.1
CCCCCCCCCC(=O)CC(=O)N[C@H]1CCOC1=O,-2.2,/,-3.0,/
Cc1nccn1S(=O)(=O)c1cc(Cl)ccc1Cl,0.3,-1.5,0.8,-0.1
CC(C)(C)c1ccc(C(=O)NCC23C=CC(O2)C2C(=O)N(c4ccccc4)C(=O)C23)cc1 (centres undefined),-0.5,-19.0,6.3,0.1
CC1(O)COc2cc(Br)ccc2O1 (centres undefined),1.8,1.8,7.6,0.2
Cc1nc2ccccc2c2oc(C(=O)NC3CCCCC3)cc12,0.7,-4.6,7.4,0.1
CC1CCC2(CC1)NC(=O)N(/N=C/c1ccc(Sc3nccn3C)c([N+](=O)[O-])c1)C2=O (centres undefined),0.9,-3.5,18.7,-0.1
CC(C)C1OC(=O)C2(CCCCC2)C(=O)C1(C)C (centres undefined),0.1,5.6,12.8,0.2
COc1ccc(N2C(=O)CCC(C(=O)Nc3cccc(C)n3)C2c2ccc(F)cc2)cc1 (centres undefined),-1.2,14.3,8.5,0.1
O=C(Cn1nc(-c2ccoc2)oc1=O)N1CCCC1,-0.2,-5.7,7.2,-0.1
O=C(c1ccc2ccccc2c1)N1CCN2C(=O)[C@H]3CCCN3C(=O)[C@H]2C1,-1.4,2.7,10.7,0.4
COc1ccc(/C=C2\SC(=S)N(CC3CCCO3)C2=O)cc1 (centres undefined),2.1,-27.0,3.7,-0.1
O=C1COc2ccc(C(=O)COC(=O)c3cc[n+]([O-])cc3)cc2N1,-0.9,4.9,-26.6,0.1
CCC(CO)n1cnnc1-c1ccncc1 (centres undefined),1.4,9.8,7.7,0.1
O=C(C1CCCN(c2nnc(N3CCCC3=O)s2)C1)N1CCN(C2CCCCC2)CC1 (centres undefined),2.0,-5.3,13.7,0.0
COC(=O)C(Cc1ccccc1)S(=O)(=O)c1ccc(Cl)cc1 (centres undefined),-0.5,0.6,-12.6,-0.2
COc1ccccc1N(CC(=O)NC1CCCCC1)S(=O)(=O)c1ccccc1,2.4,-0.7,2.3,0.0
CCOc1ccc(/C=C2/N=C(c3cc(I)ccc3Cl)SC2=O)cc1,1.7,3.9,10.6,-0.1
Cc1cc(C)n2nc(-c3cccc(Br)c3)cc2n1,-0.5,-60.9,-5.1,0.0
CNC(=O)c1ccc(-c2cccc(C(F)(F)F)c2)nc1N(C)C,0.3,2.6,-3.9,-0.2
COc1ccccc1CN1CCc2nnc(CNC(=O)c3ccccn3)n2CC1,-0.7,-3.8,3.9,-0.1
COc1ccc(S(=O)(=O)N(CC(=O)NC2CCCCC2)Cc2ccccc2)cc1OC,-0.2,-3.5,12.6,1.0
CC(=O)N1CCC2(CC1)CC2C(=O)Nc1ccc2sc(C)nc2c1 (centres undefined),-0.6,-1.3,-1.8,-0.3
O=Cc1ccccc1-c1ccc(NC2CC2)nc1,1.9,-16.6,10.4,-0.1
CC(CNC(=O)C(=O)Nc1ccc(C(C)(C)C)cc1)c1ccccc1 (centres undefined),3.2,3.9,15.0,0.2
COc1cccc(C2NC(=O)NC(C)=C2C(=O)Nc2ccccc2C)c1 (centres undefined),-1.0,-3.6,-4.9,0.1
CCOC(=O)N1CCN(C(=O)Nc2sc3nc4n(c(=O)c3c2C)CCC(C)CC4)CC1 (centres undefined),0.4,-13.0,-3.7,-0.4
CC(=O)Nc1ccc(-n2c(C)cc(C=C3C(=O)N(C)C(=O)N(C)C3=O)c2C)cc1,0.6,0.9,-1.2,-0.5

# Next structures
SMILES,GPR151 activ,TEAD-YAP inh,MITF inh,FBW7 act
Cc1ccccc1C(=O)Nc1ccc(S(=O)(=O)Nc2ccc(F)cc2)cc1,3.0,7.5,-5.3,0.1
CCOCCCNC(=O)CN1CCC(O)(c2ccccc2F)CC1,0.9,-1.3,-8.6,-0.2
Cc1ccc(-c2ccccc2NC(=O)Cn2c(=O)n(C)c3ncccc32)o1,-0.5,5.5,-4.1,-0.1
Cc1ccc(N2C(=O)C3C4CC(C(Br)C4Br)C3C2=O)cc1Cl (centres undefined),-0.3,-3.9,0.7,0.3
COc1ccc(OC)c(-c2cc(Cl)c3c(c2)CC(CNC(=O)C2=NNC(=O)CC2)O3)c1 (centres undefined),-0.5,7.5,7.3,-0.3
Cc1cccc(-c2nnc(SCC(=O)NCCc3ccccc3)n2C)c1,0.8,-2.8,-16.9,0.2
O=C(C1=C(O)C(=O)N(CCN2CCOCC2)C1c1cccs1)c1ccco1 (centres undefined),0.5,-8.8,1.5,0.1
Cc1cncc2cccc(N3CCN(C(=O)C(O)c4ccc(F)cc4F)CC3)c12 (centres undefined),0.1,-1.1,1.0,0.1
CSc1ccccc1NC(=O)c1cc2n(n1)C(C(F)(F)F)CC(c1ccc(Br)cc1)N2 (centres undefined),2.6,-0.6,9.9,0.0
O=C(c1ccc2c(c1)C(=O)N(c1nc3ccccc3s1)C2=O)c1ccc2c(c1)C(=O)N(c1nc3ccccc3s1)C2=O,-0.7,-4.9,2.7,0.3
C=CCn1c(=O)c2c(nc3n(-c4cccc(Cl)c4)c(C)c(C)n23)n(C)c1=O,6.3*,-4.6,-0.7,0.0
O=C(CCNS(=O)(=O)c1ccc2c(c1)CCC(=O)N2)NCc1ccccc1Cl,0.5,11.3,7.1,0.0
O=C(NCCc1ccncc1)c1cn2ccsc2n1,0.5,-1.5,-2.5,-0.6
CCOC(=O)c1ccc2c(c1)N(CC(=O)N1CCCCC1)C(=O)C(C)(C)O2,-0.4,-2.6,6.3,0.0
CC[C@H](C)[C@H](NC(=O)C1CC(Cc2cccc(F)c2)=NO1)C(=O)OC (some centres undefined),-0.8,-57.6,-0.8,-0.1
CC(C)(C)C1CCc2c(sc(NC(=O)c3cc4n(n3)C(C(F)(F)F)CC(c3ccccc3)N4)c2C#N)C1 (centres undefined),0.1,-18.3,-2.8,0.3
Cc1cc(C)n(-c2cccc(CN(C)Cc3nc(-c4ccc5c(c4)OCO5)no3)c2)n1,-1.4,1.1,12.9,0.3
O=C1c2cccnc2C(=O)N1c1ccc(OC(F)(F)F)cc1,0.9,10.3,47.5,-0.4
CCN(CC)c1ccc(C2C(C#N)=C(N)N(c3ccc(Br)cc3)C3=C2C(=O)CC(C)(C)C3)cc1 (centres undefined),-0.3,-0.5,-1.3,0.0
O=C(/C=C/c1ccccc1)N1CCN(c2ccccc2)CC1,-1.1,-6.9,14.2,-0.2
COc1ccccc1N(CC(=O)NCc1ccc(C)cc1)S(=O)(=O)c1ccc(C)cc1,1.7,-3.0,8.6,0.1
O=C(Nc1cccc(-c2nc3ccccc3o2)c1)c1ccc(C(=O)c2ccccc2)cc1,0.3,3.2,2.3,-0.1
COc1ccccc1NC(=O)c1c(NC(=O)Cc2ccc([N+](=O)[O-])cc2)sc(C)c1C,-0.5,5.9,7.8,0.0
O=C(NC(=S)Nc1ccc(N2CCCCC2)c(Cl)c1)c1ccc(Cl)cc1,0.2,-3.7,-12.1,0.0
COC(=O)c1c(NC(=O)Cn2ccc([N+](=O)[O-])n2)sc2c1CCCC2,1.1,-9.6,8.3,-0.1
NNC(=O)C1[C@H](O)CC[C@@H]2CN3CCc4c([nH]c5ccccc45)[C@H]3C[C@@H]12 (some centres undefined),-0.3,6.0,-18.1,-0.1
O=c1c2ccccc2nc(SCc2ccc(F)cc2)n1C1CC1,-0.8,3.1,17.7,0.0
Cc1nc(NC(=O)c2ccccc2O)sc1C(C)C,0.8,-27.0,3.9,0.2
Cc1c(C(=O)NC(=S)Nc2cc(-c3nc4ccccc4s3)ccc2Cl)oc2ccccc12,-0.9,-26.0,-8.9,0.1
O=C(N/N=C/C1=C(N2CCOCC2)C(=C\c2ccccc2)/CC1)Nc1ccccc1,0.4,-13.6,-4.2,-0.1

# Six entries from above, reformatted.
# The line under a structure holds: GPR151 activ	TEAD-YAP inh	MITF inh	FBW7 act
COc1ccccc1NC(=O)c1c(NC(=O)Cc2ccc([N+](=O)[O-])cc2)sc(C)c1C
  -0.5	5.9	7.8	0.0
O=C(NC(=S)Nc1ccc(N2CCCCC2)c(Cl)c1)c1ccc(Cl)cc1
  0.2	-3.7	-12.1	0.0
COC(=O)c1c(NC(=O)Cn2ccc([N+](=O)[O-])n2)sc2c1CCCC2
  1.1	-9.6	8.3	-0.1
NNC(=O)C1[C@H](O)CC[C@@H]2CN3CCc4c([nH]c5ccccc45)[C@H]3C[C@@H]12 (some centres undefined)
  -0.3	6.0	-18.1	-0.1
O=c1c2ccccc2nc(SCc2ccc(F)cc2)n1C1CC1
  -0.8	3.1	17.7	0.0
Cc1nc(NC(=O)c2ccccc2O)sc1C(C)C
  0.8	-27.0	3.9	0.2

# Later entries
SMILES,GPR151 activ,TEAD-YAP inh,MITF inh,FBW7 act
CN(Cc1ccn[nH]1)C(=O)c1cccc(OC2CCN(C(=O)C3CC3)CC2)c1,4.9*,2.1,4.7,0.1
CC(C)NC(=O)CCS(=O)(=O)c1cccc2nonc12,2.4,-1.9,-13.3,-0.1
CN1c2ncccc2C(=O)NC12CCN(C(=O)c1n[nH]c(=O)c3ccccc13)CC2,-1.1,4.4,1.7,-0.1
COc1ccc(CNC(=O)CCCCCn2c(SCc3cccc([N+](=O)[O-])c3)nc3cc4c(cc3c2=O)OCO4)cc1,0.6,-7.3,-1.5,0.0
CCOc1cc(/C=N\NC(=O)CNc2ccccc2C)ccc1O,-1.8,2.7,-9.2,0.0
COc1cc(Nc2cc(Nc3ncccn3)ncn2)cc(OC)c1OC,-0.6,-28.8,18.2,0.2
CCOc1ccc2c3c(c(=O)oc2c1OCC)CCCC3,1.0,-18.7,-5.0,0.1
CC(=O)Nc1cc(C)c(C)s1,-0.6,5.9,-1.1,-0.1
O=C(O)CCCC(=O)Nc1ccc(-c2nc3ccccc3[nH]2)cc1,-0.3,-4.5,-4.6,0.0
Nc1ccc(C(=O)N/N=C/c2cccc(OCc3ccccc3)c2)cc1,-2.6,-14.4,5.4,0.0
CC1CCN(C(=O)CN2C(=O)COc3ccc(S(=O)(=O)N4CCCC4)cc32)CC1,0.4,-4.4,22.8,0.9
Cc1ccc(NC(=O)c2ccc(Nc3nc(-c4ccccc4)c4cc(Cl)ccc4n3)cc2)c(C(=O)c2ccccc2)c1,1.0,0.0,-3.7,0.1
Cc1cccc(C)c1NC(=S)Nc1c(C)n(C)n(-c2ccccc2)c1=O,-0.5,14.1,2.1,0.3
CCOC(=O)c1sc(SC)nc1N,-2.8,-14.1,14.0,0.1

# Not a hit list. About 3.4% of those tested had a hit in this group.
